PLCb3 inh: human PLC-beta3 inhibitors, primary screen, biochemical, fluorescence; actives 0.18% (n = 370,000); inhibition, % at 12.2 µM; Purified PLC-beta3, fluorogenic substrate; 1-phosphatidylinositol 4,5-bisphosphate phosphodiesterase beta-3 (Homo sapiens), Q01970; in the data active = inhibition above about 11%;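 also: 0% = median of compound wells on plate and 100% = full blocker control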
Tn6 DDE FP: inhibitors of Tn6 peptide binding to fibrin DD(E), primary screen, biochemical, fluorescence polarization, human fibrin, Tn6 probe; Fibrinogen beta chain (Homo sapiens), P02675; Fibrin DD(E) TRITC-Tn6 fluorescence polarization displacement; AID 720509, 2013; inhibition, % at 8.3 µM; actives 0.21% (n = 370,000);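 active = inhibition above a per-campaign cutoff: mean of compounds within control limits plus 3 SD, cut at about 15% in these data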;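 also: 0% = median of all compound wells on the plate and 100% = blocking peptide control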
TDP2 inh: human TDP2 enzyme inhibitors, primary screen, biochemical, epi absorbance, recombinant enzyme; T5PNP hydrolysis, p-nitrophenol absorbance 415 nm; Tyrosyl-DNA phosphodiesterase 2 (Homo sapiens), O95551; actives 0.34% (n = 370,000); inhibition, % at 12.8 µM;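 active = inhibition above the mean of all tested compounds plus 3 SD, set per campaign, cut at about 25% in these data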;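 also: 0% = DMSO with enzyme and 100% = buffer with substrate but no TDP2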
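Test system: human TDP2 enzyme; Input: 120 nM TDP2 per well; Buffer or medium: Mg2+-containing Tris-HCl buffer, pH 7.5; Reagent: 5 mM T5PNP; Dosing: 12.8 µM single point, 1% DMSO; Incubation: reaction 2 h, 37 °C; Detection: p-Nitrophenol epi absorbance; Read-out: % inhibition relative to enzyme-containing and enzyme-free wells; Replicates: single well per compound.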
ADAM10 inh: human ADAM10 inhibitors, primary screen, biochemical, QFRET, HTS. recombinant ADAM10, EDANS/DABCYL FRET peptide cleavage, 3 h. inhibition, % at 7 µM. AID 720582, 2013. Disintegrin and metalloproteinase domain-containing protein 10 (Homo sapiens), O14672. actives 0.62% (n = 370,000);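 active = inhibition above a per-campaign cutoff equal to the mean of compounds falling between control-based bounds plus 3 SD, cut at about 20% in these data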;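 also: 0% = DMSO wells while the 100% control is not disclosed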
SIAE inh: human SIAE inhibitors, primary screen, biochemical, fluorescence polarization, FP-Rh probe, 1536-well HTS | AID 1053197, 2014 | Sialate O-acetylesterase (Homo sapiens), Q9HAT2 | inhibition, % at 9.66 µM | SIAE FP-Rh probe binding | actives 0.69% (n = 370,000);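 active = inhibition above a cutoff: mean of compounds within the control limits plus 3 SD of those, cut at about 17% in these data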;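 also: 0% = plate median of compound wells and 100% = probe without SIAE protein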
Tn7 DDE FP: inhibitors of Tn7 peptide binding to fibrin DD(E), primary screen, biochemical, fluorescence polarization, human fibrin, Tn7 probe; AID 720508, 2013; FP displacement of FITC-Tn7 peptide from fibrin DD(E); 0% = median of compound wells per plate; inhibition, % at 8.3 µM; Fibrinogen beta chain (Homo sapiens), P02675; actives 0.13% (n = 370,000);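 active = inhibition above the mean of compounds falling within the control limits plus 3 SD of them, cut at about 14% in these data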;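 also: 0% = plate median of compound wells and 100% = 10 µM Aha-Tn7 peptide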
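Assay system: human fibrin DD(E). Input: DD(E) 2 µM final. Medium: Tris buffer with calcium and detergent, pH 7.8. Compound dosing: single point at 8.3 µM. Timing: 10 min plus 3 h, room temperature. Technique: fluorescence polarization of the labelled Tn7 tracer. Read-out: percent inhibition. Replicates: singlicate testing.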
ADAM17 inh: ADAM17 inhibitors, primary screen, biochemical, QFRET; Disintegrin and metalloproteinase domain-containing protein 17 (Homo sapiens), P78536; recombinant ADAM17, EDANS/DABCYL FRET peptide cleavage; inhibition, % at 6.95 µM; actives 0.83% (n = 370,000); AID 720648, 2013;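 active = inhibition above the mean of compounds lying between control limits plus 3 SD, set per campaign, cut at about 8.5% in these data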;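 also: 0% = DMSO-only wells as the low control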
ARFGAP1 inh: inhibitors of rat ARFGAP1 GAP activity, primary screen, biochemical, fluorescence polarization, GDP tracer. actives 0.26% (n = 360,000). Arfgap1-stimulated ARF1 GTP hydrolysis, GDP FP detection. inhibition, % at 16.5 µM. ADP-ribosylation factor GTPase-activating protein 1 (Rattus norvegicus), Q62848;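 active = inhibition above a per-plate limit, mean inhibition of low control wells plus 3 SD, cut at about 25% in these data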;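 also: 0% = DMSO wells with enzyme and 100% = wells lacking Arfgap1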
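Assay system: purified rat His6-Arfgap1 residues 1-136 (GAP domain); Reagent: human Δ17 ARF1 bound to GTP; Dosing: 16.5 µM single point, 1.26% DMSO; Times: GTP hydrolysis reaction 2 h at 25 °C; Signal: FP, GDP Alexa 633 tracer displaced from anti-GDP antibody, 620/688 nm; Measure: % inhibition from polarization.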
PLC-gamma1 inh: PLC-gamma1 enzyme inhibitors, primary screen, biochemical, fluorescence, purified enzyme; AID 720700, 2013; actives 0.84% (n = 370,000); fluorogenic substrate; inhibition, % at 12.2 µM; 1-phosphatidylinositol 4,5-bisphosphate phosphodiesterase gamma-1 (Homo sapiens), P19174; in the data active = inhibition above about 9.5%
Target sequence (P19174 whole entry, looked up): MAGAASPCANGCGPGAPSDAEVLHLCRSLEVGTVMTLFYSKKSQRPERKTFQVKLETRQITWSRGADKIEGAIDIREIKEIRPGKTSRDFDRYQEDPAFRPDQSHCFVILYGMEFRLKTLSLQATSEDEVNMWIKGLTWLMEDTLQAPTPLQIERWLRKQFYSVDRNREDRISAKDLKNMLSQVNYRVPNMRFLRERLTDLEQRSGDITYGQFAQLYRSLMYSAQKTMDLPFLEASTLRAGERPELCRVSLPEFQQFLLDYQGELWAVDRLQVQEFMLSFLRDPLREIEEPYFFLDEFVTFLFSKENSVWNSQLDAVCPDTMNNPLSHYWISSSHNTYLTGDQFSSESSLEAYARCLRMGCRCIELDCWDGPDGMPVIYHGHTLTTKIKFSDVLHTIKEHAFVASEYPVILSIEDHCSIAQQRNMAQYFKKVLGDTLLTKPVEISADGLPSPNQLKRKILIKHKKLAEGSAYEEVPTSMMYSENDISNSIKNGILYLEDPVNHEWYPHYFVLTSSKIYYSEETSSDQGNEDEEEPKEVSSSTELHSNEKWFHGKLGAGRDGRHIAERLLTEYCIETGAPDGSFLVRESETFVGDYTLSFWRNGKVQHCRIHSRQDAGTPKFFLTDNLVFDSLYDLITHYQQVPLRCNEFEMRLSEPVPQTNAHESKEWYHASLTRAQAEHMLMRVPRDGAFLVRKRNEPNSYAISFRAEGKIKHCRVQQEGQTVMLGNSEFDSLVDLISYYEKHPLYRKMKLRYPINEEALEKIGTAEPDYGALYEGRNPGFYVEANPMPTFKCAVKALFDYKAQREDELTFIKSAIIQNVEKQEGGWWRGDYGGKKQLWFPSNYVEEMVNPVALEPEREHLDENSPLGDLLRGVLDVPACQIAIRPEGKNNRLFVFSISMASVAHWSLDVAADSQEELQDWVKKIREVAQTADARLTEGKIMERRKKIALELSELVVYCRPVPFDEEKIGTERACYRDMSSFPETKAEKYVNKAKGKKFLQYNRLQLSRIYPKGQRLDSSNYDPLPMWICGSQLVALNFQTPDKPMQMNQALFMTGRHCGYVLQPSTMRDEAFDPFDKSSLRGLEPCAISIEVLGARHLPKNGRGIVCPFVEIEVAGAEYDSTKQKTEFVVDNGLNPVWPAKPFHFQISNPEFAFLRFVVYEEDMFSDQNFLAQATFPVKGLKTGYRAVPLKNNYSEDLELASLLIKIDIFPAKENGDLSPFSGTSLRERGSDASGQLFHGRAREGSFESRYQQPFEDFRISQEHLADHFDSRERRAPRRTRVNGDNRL
ASAP1 inh: inhibitors of human ASAP1 ArfGAP activity, primary screen, biochemical, fluorescence polarization. Arf-GAP with SH3 domain, ANK repeat and PH domain-containing protein 1 (Homo sapiens), …. ASAP1-stimulated ARF1 GTP hydrolysis, GDP FP detection. inhibition, % at 16.5 µM. actives 0.19% (n = 360,000); in the data active = inhibition above about 25%;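 also: 0% = vehicle with enzyme and substrate and 100% = no enzyme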
* = called active by the depositor; i = inactive.

SMILES	PLCb3 inh	Tn6 DDE FP	TDP2 inh	ADAM10 inh	SIAE inh	Tn7 DDE FP	ADAM17 inh	ARFGAP1 inh	PLC-gamma1 inh	ASAP1 inh
COc1cccc(C=C(C#N)C(=O)c2ccccc2)c1	-11	3	5	-12	2	3	-3	-11	-14	-7
Cc1ccc2c(c1)c1c3n2CCN(C(=O)CCl)C3CCC1 (stereo not given)	-137	-3	13	-39	12	2	-11	-4	-106	-4
COC(=O)C(O)(NC(=O)OCc1ccccc1)C(F)(F)F (stereo not given)	-1	-2	4	4	0	4	2	-7	-1	2
Cc1ccc2nc(CN(C)C(=O)[C@H]3O[C@@H](n4cnc(C(N)=O)n4)[C@H](O)[C@@H]3O)[nH]c2c1	4	2	1	-12	6	3	-5	-1	2	1
C[C@H](CO)N1C[C@H](C)[C@@H](CN(C)C(=O)Nc2ccc(C(F)(F)F)cc2)OCc2cn(nn2)CCCC1=O	-2	0	2	-13	-1	-1	-4	1	0	2
CCOc1ccc(N2CC(=O)N(c3ccc(OCC)cc3)CC2=O)cc1	-3	8	5	-15	0	3	-3	11	-1	-1
CC(C)(C)S(=O)(=O)c1cnc(N2CCOCC2)nc1N	-1	5	-1	2	3	1	0	-7	2	-1
CCOc1ccc(Cn2nnc(C(=O)Nc3cc(C)cc(C)c3)c2N)cc1	2	1	8	-15	3	-3	4	-2	2	1
O=C(NCCc1ccc(F)cc1)NC12CC3CC(CC(C3)C1)C2	-1	-1	13	-2	-1	-2	5	5	0	-5
Cc1cc(C)c(Cn2cnc(-c3ccc([N+](=O)[O-])cc3)c2)c(C)c1	-8	3	-27	29*	1	-13	-16	-1	-3	6
CCOC(=O)C1C(c2cccc([N+](=O)[O-])c2)C2C(=O)NN=C2CC1(C)O (stereo not given)	0	6	5	-1	7	3	-2	-6	-1	-8
COCCSc1nnc(NC(=O)CSCc2ccccc2)s1	2	-8	1	2	-11	2	4	-14	1	4
CCCCCOc1ccccc1C(=O)NCCCCCC(=O)O	-8	-1	7	-4	0	3	-4	1	1	-13
CC1CN(c2ccccc2)CCN1C(=O)c1cc(COc2c(F)cccc2F)on1 (stereo not given)	-5	-5	15	2	2	-2	-3	2	-3	-8
CCC(=O)NC(c1ccco1)c1cc(Cl)c2ccccc2c1O (stereo not given)	-221	-1	3	-216	3	0	-57	11	-164	14
CC1(c2nnnn2Cc2ccccc2)CCC(=O)N1Cc1ccco1 (stereo not given)	2	4	7	-1	0	-2	-3	-13	0	5
Cc1ccc(C(=O)Nc2ccc3c(c2)CCC3)cc1	0	-5	7	0	-4	-3	-2	2	2	4
CCN(CC)CCCN1C(=O)C(O)=C(C(=O)c2ccc(C)o2)C1c1ccc(C)o1 (stereo not given)	-3	-8	2	0	6	-3	-3	5	-2	9
Cc1ccc(N2C(=O)N3[C@H](c4ccc(Br)cc4)[C@@H]4C(=O)N(C(C)(C)C)C(=O)[C@@H]4[C@]3(C)C2=O)cc1	1	-2	6	12	-3	-2	1	-6	4	5
COC(=O)[C@H](Cc1ccccc1)NC(=O)Nc1ccc(OC)cc1	-1	7	-16	1	-4	4	-4	-4	1	2
O=C(COC(=O)c1cc(=O)[nH]c2ccccc12)NCc1cccc(Cl)c1	-133	-7	3	-98	3	0	-27	7	-92	9
CN(C)C(=O)c1ccc(NC(=O)CSc2nnc(-c3ccc4c(c3)OCO4)o2)cc1	-14	5	-1	-2	1	6	-6	3	-4	-19
CCC(=O)N(c1nnc(SCC(=O)Nc2sccc2C(N)=O)s1)C1CC1	-10	-3	5	-22	-3	-6	0	-1	4	4
CC1CCN(C(=O)c2ccc(S(=O)(=O)Cc3cc(F)ccc3F)c([N+](=O)[O-])c2)CC1	-1	4	2	-4	-3	4	-3	7	0	11
CCc1cc(C(=O)NNC(=O)c2csc(N3CCOCC3)n2)sc1C	-1	-8	-4	12	1	5	6	-11	3	5
COc1ccc2nc(NC(=O)CSc3nnc4n3C(C)(C)Cc3ccccc3-4)sc2c1	6	1	-6	6	1	-8	4	6	6	18
Cc1ccc2[nH]c(=O)c(CN(Cc3cccnc3)C(=O)c3ccncc3)cc2c1	-2	2	1	-76	-7	0	-15	2	1	1
Cc1nc(C)c(-c2csc(Nc3ccc(F)cc3)n2)s1	-14	3	-1	1	7	-5	-2	-10	-4	-3
COc1ccc(OCC(=O)N2c3ccccc3CCc3ccccc32)cc1	2	1	13	-6	0	6	-2	8	0	0
O=C(CCN1CCN(c2ccccc2)CC1)Nc1ccc2c(c1)OCO2	1	-4	15	2	9	-3	0	0	4	0
O=C(C(=O)N1CCN(C(=O)c2ccccc2C(F)(F)F)CC1)c1cccc(C(F)(F)F)c1	3	-2	15	-3	-1	0	-3	2	0	4
Cc1ccc(C2SCC(C(=O)O)N2C(=O)c2ccc(F)cc2)cc1 (stereo not given)	1	0	0	4	-1	1	2	8	2	-3
O=C(N/N=C\C=C\c1ccc2c(c1)OCO2)c1ccc(F)cc1	-51	5	5	-66	-3	2	-21	9	-42	5
Cc1ccc(NC(=S)N(Cc2cccs2)Cc2cc3cc(C)cc(C)c3[nH]c2=O)cc1	1	3	3	-5	-7	-1	1	-9	-2	-1
N#C/C(C(=O)c1ccccc1)=C1/CCCN1	4	0	13	3	-5	-1	0	11	0	-13
O=C(CCn1cccn1)Nc1ccc2c(c1)OCCO2	-3	10	13	0	8	2	-4	-7	-2	-6
CCc1ccc(NC(=O)CSc2nc(=O)n(CCCN3CCOCC3)c3c2CCC3)cc1	-5	-3	2	-11	8	3	-1	4	1	-4
CC(=O)c1ccc(CCCC(=O)O)cc1	1	3	0	1	5	1	-5	-2	0	13
CC(=O)OCC1(C)CN(c2ccccc2)NC1=O (stereo not given)	-6	4	8	-6	12	2	-6	-2	-4	-6
CCc1cc2c(SCC(=O)N3CCN(C(=O)c4cccs4)CC3)ncnc2s1	-1	1	7	-6	8	4	-2	-20	0	-20
COc1ccccc1CNC(=O)c1ccc2c(=O)n(CC3CCCO3)c(=S)[nH]c2c1 (stereo not given)	-5	2	-1	0	-6	-5	-2	3	1	12
CN1C(=O)C(O)(CC(=O)c2cccc(-n3cccc3)c2)c2ccccc21 (stereo not given)	2	-5	-3	6	1	-1	0	-3	5	8
Cn1c(C(=O)N(Cc2ccccc2)Cc2ccccn2)cc2sccc21	0	0	-2	4	-3	-8	-5	4	1	11
C/C(CC(=O)Nc1ccccc1Cl)=N\NC(=O)C(=O)NCCO	0	-7	-34	5	-2	-7	4	7	5	-3
CCOCCCNC(=O)C(c1ccc(Cl)cc1)N(Cc1cccs1)C(=O)c1ccccn1 (stereo not given)	-3	3	-2	-9	4	1	-3	12	1	7
N[C@@H](Cc1ccc(O)cc1)c1nnc([C@H](CO)NC(=O)C2CCNCC2)o1	2	0	-12	-7	3	1	1	-1	2	14
COc1ccccc1NC(=O)c1cc2c(s1)-c1ccccc1S(=O)(=O)C2	-25	-6	-11	-55	-31	0	-26	1	-8	2
CCCNS(=O)(=O)c1ccc(NC(=O)c2cccnc2)cc1	1	3	12	-2	1	1	-2	1	4	-7

Printed as active in ADAM10 inh, of those listed so far:
SMILES	PLCb3 inh	Tn6 DDE FP	TDP2 inh	ADAM10 inh	SIAE inh	Tn7 DDE FP	ADAM17 inh	ARFGAP1 inh	PLC-gamma1 inh	ASAP1 inh
Cc1cc(C)c(Cn2cnc(-c3ccc([N+](=O)[O-])cc3)c2)c(C)c1	-8	3	-27	29*	1	-13	-16	-1	-3	6

Further results:
SMILES	PLCb3 inh	Tn6 DDE FP	TDP2 inh	ADAM10 inh	SIAE inh	Tn7 DDE FP	ADAM17 inh	ARFGAP1 inh	PLC-gamma1 inh	ASAP1 inh
CC[C@]12c3[nH]c4cc(CCC(=O)N(C)C)ccc4c3CCN1C(=O)[C@@H](CC(=O)NCCCOC)C[C@@H]2C(=O)N1CCN(C(=O)c2ccco2)CC1	-3	11	1	-16	9	3	-6	9	-2	4
O=c1ccc2c(-c3ccccc3)c3ccc(O)cc3oc-2c1	i	68*	21	-49	36*	-7	-20	-17	i	-8
COc1ccc(CNC(=O)CNC(=O)c2ccc(Br)o2)cc1OC	-9	-6	-8	-7	3	3	-5	-1	0	-5
CCCC(=O)Nc1cc(-c2nc3ncccc3o2)ccc1C	-21	-6	8	-118	2	-2	-46	-7	-19	-6
N#CCCN(C(=O)COC(=O)c1cccc(S(=O)(=O)N2CCCC2)c1)c1ccc(F)cc1	-16	-2	-5	-10	-3	5	-8	-4	2	6
CCN(CC)c1ccc(C(=O)NNC(=O)CN2C(=O)NC(C)(c3ccccc3)C2=O)cc1 (stereo not given)	-10	3	9	-4	6	-8	-3	2	-30	-1
COc1ccccc1C1/C(=C(/O)c2ccc(C)cc2)C(=O)C(=O)N1CC(C)O (stereo not given)	-5	0	9	6	2	-2	-2	9	0	-3
O=C1CC(N2CCN(C/C=C/c3ccccc3)CC2)C(=O)N1Cc1cccs1 (stereo not given)	-2	-7	1	8	2	2	-1	14	0	6
CC(=O)Nc1ccc(NCc2ccc(C)s2)cc1	-19	-4	5	-13	14	-2	-7	16	-9	-13
COc1cccc(NC(=O)CSc2nc3ncc(Br)cc3[nH]2)c1	-11	-6	2	0	-10	0	-2	-7	-1	11
Fc1ccc(Oc2nc(-c3ccccn3)nc3ccccc23)cc1	-8	-8	6	-2	-3	-7	-4	6	0	1

One compound at a time, as listed above. Order of values: PLCb3 inh, Tn6 DDE FP, TDP2 inh, ADAM10 inh, SIAE inh, Tn7 DDE FP, ADAM17 inh, ARFGAP1 inh, PLC-gamma1 inh, ASAP1 inh
Listed for COc1ccc(CNC(=O)CNC(=O)c2ccc(Br)o2)cc1OC = -9, -6, -8, -7, 3, 3, -5, -1, 0, -5
Listed for COc1ccccc1C1/C(=C(/O)c2ccc(C)cc2)C(=O)C(=O)N1CC(C)O (stereo not given) = -5, 0, 9, 6, 2, -2, -2, 9, 0, -3
